# Apoferritin bind = qHTS Assay for Identification of Novel General Anesthetics. Potency, µM (doses to about 77.5 µM), inactives show at the highest dose activity change, negative = displacement, hits mostly inhibitors. Ferritin light chain (Equus caballus), P02791. apoferritin/1-aminoanthracene competitive binding, fluorescence. actives 0.074% (n = 350,000); further: potency means the concentration at half of the fitted maximal effect; on the % scale 0 is the no-effect control and ±100 the full control effect; nearly all actives have a fitted effect of over 20% in size
# Target sequence (P02791 2-175 limits assumed): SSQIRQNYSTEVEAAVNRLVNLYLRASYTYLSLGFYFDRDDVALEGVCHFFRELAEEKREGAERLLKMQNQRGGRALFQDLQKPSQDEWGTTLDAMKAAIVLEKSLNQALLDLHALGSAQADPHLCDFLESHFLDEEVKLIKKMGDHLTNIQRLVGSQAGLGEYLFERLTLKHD
#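 Concentration-response curves derived by four-parameter Hill fitting of normalized fluorescence, where compounds displaced 1-AMA from 10 uM horse apoferritin following a brief 10 min room-temperature incubation; propofol titration acted as positive control.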
# Pol kappa inh = qHTS for Inhibitors of Polymerase Kappa | DNA polymerase kappa (Homo sapiens), Q9UBT6 | purified Pol kappa, fluorescent DNA synthesis assay, 10 min | Potency, µM (titrated, usually from 107 µM), for the others: at the top dose activity, negative = inhibition, actives largely listed as inhibitors | actives 0.53% (n = 400,000); further: potency means the concentration at half of the fitted maximal effect; on the % scale 0 is the no-effect control and ±100 the full control effect
#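 Pol kappa 10 nM + cpd, 15 min RT; start w/ substrate 50 nM final; fluorescence kinetic read, 0 and 10 min. Neg ctrl: buffer, no enzyme.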
# APEX1 inh = qHTS Assay for Inhibitors of the Human Apurinic/apyrimidinic Endonuclease 1 (APE1); Potency, µM (top dose mostly 65.8 µM), for the others: top-dose activity change, negative = inhibition, usual class: inhibitors; recombinant APE1, TAMRA/BHQ-2 abasic DNA cleavage fluorescence; DNA repair nuclease/redox regulator APEX1 (Homo sapiens), P27695; actives 0.35% (n = 350,000);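 further: potency means the concentration at half of the fitted maximal effect; plate controls were vehicle for no effect and reference inhibitor for full effect; nearly all actives have a fitted effect of over 55% in size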
# Target sequence (P27695 whole entry, looked up): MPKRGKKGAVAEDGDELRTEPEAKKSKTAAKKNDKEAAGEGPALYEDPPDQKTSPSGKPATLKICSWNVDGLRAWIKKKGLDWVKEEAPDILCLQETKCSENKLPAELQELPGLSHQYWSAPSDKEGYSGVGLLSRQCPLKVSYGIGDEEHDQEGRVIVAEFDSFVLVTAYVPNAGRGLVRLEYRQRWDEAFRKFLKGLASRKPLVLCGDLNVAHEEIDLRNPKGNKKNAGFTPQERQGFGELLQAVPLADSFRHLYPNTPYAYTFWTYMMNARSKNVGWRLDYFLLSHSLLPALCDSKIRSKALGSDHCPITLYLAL
#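 Activity was derived from the fluorescence gain between first and third kinetic reads (60 s intervals, ex 525/em 598 nm) after 50 nM THF-abasic TAMRA/BHQ-2 duplex was added to 0.75 nM APE1 preincubated 15 min with compound.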
# Pol beta inh = qHTS Assay for Inhibitors of DNA Polymerase Beta. P06746. Pol beta primer extension/strand displacement, fluorescence kinetic. Potency, µM (titrated, usually from 114 µM), inactives show top-dose activity change, negative = inhibition, most hits filed as inhibitors. actives 1.3% (n = 340,000). AID 485314, 2010; further: potency means the concentration at half of the fitted maximal effect; on the % scale 0 is the no-effect control and ±100 the full control effect
#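 Pol beta (10 nM) and compounds were preincubated 15 min at room temperature, then 50 nM substrate (final) started primer extension/strand displacement. Reads were taken at 0 and 10 min; concentration-response data were fitted to a four-parameter Hill equation.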
# ERG-DNA inh = qHTS for Small Molecule Inhibitors of the ERG Ets/DNA interaction. Transcriptional regulator ERG (Homo sapiens), P11308. fluorescence polarization, His-ERG Ets domain / labelled DNA. Potency, µM (titrated, usually from 76.9 µM), for inactives: top-dose FP activity, negative = inhibition, usual class: inhibitors. actives 0.028% (n = 370,000). AID 624246, 2012; active means well fitted inhibition curve with a large enough effect in the polarisation, with a control signal flat; inconclusive means small, poorly fitted or top-dose-only effect, or effect the other way, or a change in a side signal; inactive means no such curve, though single readings can be large or run the other way; the % refers to the polarisation;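 further: polarization taken with two DNA probes labelled with fluorescein and Texas red; potency means the concentration at half of the fitted maximal effect; % of control where 0% means no effect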
# Target sequence (P11308 whole entry, looked up, the tested form may be a part): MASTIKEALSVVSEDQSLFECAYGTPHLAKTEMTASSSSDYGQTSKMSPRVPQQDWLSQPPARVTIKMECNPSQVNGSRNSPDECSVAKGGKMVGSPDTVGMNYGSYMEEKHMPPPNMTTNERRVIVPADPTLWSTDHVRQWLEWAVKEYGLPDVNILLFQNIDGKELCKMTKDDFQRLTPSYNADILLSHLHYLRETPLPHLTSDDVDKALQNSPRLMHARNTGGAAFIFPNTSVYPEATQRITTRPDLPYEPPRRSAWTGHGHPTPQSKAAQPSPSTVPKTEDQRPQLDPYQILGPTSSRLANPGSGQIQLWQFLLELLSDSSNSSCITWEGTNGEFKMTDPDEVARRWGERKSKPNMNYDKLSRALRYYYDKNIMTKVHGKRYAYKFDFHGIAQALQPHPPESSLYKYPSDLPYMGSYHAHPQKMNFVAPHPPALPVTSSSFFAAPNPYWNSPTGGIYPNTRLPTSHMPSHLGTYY
#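 His-tagged ERG Ets domain (1 uM in the protein solution; 300mM KCl, 50mM Tris-HCl, 1mM EDTA, 1mM DTT, pH 7.5) received compound, then a probe mix of 5 nM fluorescein-DNA and 100nM Texas-615-DNA. Fluorescence polarization was read for both dyes.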
# TRHR agonist = qHTS for Small Molecule Agonists and Allosteric Enhancers of Human TRH Receptor: Primary Screen for Agonists | Thyrotropin-releasing hormone receptor (Homo sapiens), P34981 | TRHR cells, calcium flux fluo-8, FDSS agonist mode | activation, % at 2 µM | actives 0.18% (n = 360,000); in the data active means activation above about 30%; further: 0% is about no effect
#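 Steps: seed TRHR cells overnight; add fluo-8 no-wash Ca dye, RT 30 min–1.5 h; record 10 s baseline; pin-transfer compounds; monitor fluorescence 1 cycle/s for the agonist window. Calcium increases flag candidate agonists.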
# ALOX12 inh = Primary qHTS assay for inhibitors of human arachidonate 12S-lipoxygenase (ALOX12): Round 2; AID 1671190, 2021; purified 12hLO, xylenol orange hydroperoxide absorbance; actives 1.1% (n = 580,000); Potency, µM (series often up to 108 µM), without a hit: at the top dose activity change, negative = inhibition, hits mostly inhibitors; further: potency means the concentration at half of the fitted maximal effect; on the % scale 0 is the no-effect control and ±100 the full control effect
#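 Purified human 12hLO at 150 nM in 25 mM Hepes, 0.01% Triton X-100, pH 7.0, preincubated 15 min at room temperature with compound. Reaction started with 40 uM arachidonic acid, 30 min at room temperature. Hydroperoxide measured by Fe-xylenol orange, 573/405 nm absorbance ratio.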
# POLI inh = qHTS for Inhibitors of Polymerase Iota; Pol iota fluorescent replication assay, 10 min; actives 1% (n = 390,000); Potency, µM (top dose mostly 115 µM), for inactives: at the top dose activity, negative = inhibition, hits mostly inhibitors; further: potency means the concentration at half of the fitted maximal effect
#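 Pol iota at 10 nM preincubated 15 min with compounds at room temperature; reaction started with fluorescent substrate, 50 nM final. Fluorescence read kinetically at 0 and 10 min; buffer-only wells as negative control.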
# BLM helicase inh = qHTS Assay for Inhibitors of Bloom's syndrome helicase (BLM). RecQ-like DNA helicase BLM (Homo sapiens), P54132. actives 0.2% (n = 350,000). Potency, µM (series often up to 56.1 µM), inactives show at the highest dose activity change, negative = inhibition, hits mostly inhibitors. recombinant BLM DNA unwinding, fluorescence dequenching;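 further: potency means the concentration at half of the fitted maximal effect; plate controls were vehicle for no effect and no enzyme for full effect; nearly all actives have a fitted effect of over 35% in size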
# The depositor's hits bear a star; ? = inconclusive; · = no result given; & = joins results of further samples; ! = a repeat was not active; [ ] = another dose, or the depositor's remark. Unless noted, the call rests on the fitted dose curve; in most records, active means well fitted curve in the direction sought with a large enough effect; inconclusive means small, poorly fitted or top-dose-only effect, or another doubt; inactive means no such curve, though single readings can be large; an effect the other way counts as inactive or inconclusive.
SMILES,Apoferritin bind,Pol kappa inh,APEX1 inh,Pol beta inh,ERG-DNA inh,TRHR agonist,ALOX12 inh,POLI inh,BLM helicase inh
Cc1ccc(/C(N)=N/OC(=O)Cc2cccs2)cc1,-17%,-4%,-7%,10%,1%,0.3,-10%,1%,-7%
COc1ccc(CNC(=O)C2CCN(Cc3nc(-c4ccc(OC)c(OC)c4)oc3C)CC2)cc1,-12%,-13%,·,-1%,-2%,-0.1,-3%,18%,0%
COc1ccc(/C=C/c2ccccc2)cc1[C@H]1[C@@H]2C=CCC[C@@]2(C)C(=O)N1Cc1ccccc1,-15%,-14%,-5%,0%,6%,0.3,-23%,16%,-8%
O=C(COc1ccc(S(=O)(=O)NC2CCCCC2)cc1Cl)N1CCN(c2ccccc2)CC1,?,-10%,-5%,-18%,-2%,0.1,?,25%,-10%
COCCCn1c(=O)c2sccc2n2c(CCCC(=O)NCc3ccccc3OC)nnc12,-9%,2%,1%,40%[activator],0%,0.1,-4%,36%[activator],-4%
Cc1ccc(S(=O)(=O)Nc2ccc3ccccc3c2[N+](=O)[O-])cc1,·,-16%,·,·,-4%,·,?,73%[activator],·
O=c1oc2ccccc2c2oc3cc(O)c(O)cc3c12,-1%&-7%,5µM*,?,-111%,14%,-0.4,6.3µM*,3.2µM*,10µM*!
CC(C)C[C@@H]1NC(=O)[C@H](CO)NC(=O)c2cc([N+](=O)[O-])cc(I)c2OCC[C@@H](C(N)=O)NC1=O,-8%,-1%,0%,-9%,-7%,0.0,·,?,0%
CCOc1ccccc1N1CCN(C(=O)NC2CCCCC2)CC1,-16%,-1%,19%,28%,-2%,-0.1,·,3%,-2%
O=C(CCCC1=NS(=O)(=O)c2ccccc2N1)N1CCN(c2ccccc2)CC1,-14%,0%,-2%,2%,-2%,0.1,0%,-7%,-2%
O=C(Cn1cnc2ccccc2c1=O)NCC(=O)N1CCN(c2ccccn2)CC1,-3%,-14%,-1%,-1%,-12%,-0.5,0%,12%,-2%
COc1ccc(CNC(=O)c2cc(=O)c3cc(C)cc(C)c3o2)cc1,-2%,-3%,26%,-5%,-10%,-1.5,-4%,-19%,-5%
OCC[C@H]1C[C@@H](O)[C@H](O)[C@]2(Cc3ccccc3CO2)O1,·,-12%,5%,·,-8%,0.1,0%,-3%,·
Cc1ccc(NC2CCCN(C(=O)C3CCCC3)C2)cc1C (configuration not stated),?,-8%,13%,5%,-2%,-0.8,-9%,21%,-5%
COc1ccc(/C=C/C(=O)OC(C)CN2CCOCC2)cc1 (configuration not stated),-10%,2%,-1%,24%,0%,-0.3,-5%,-7%,-2%
O=C(CN(C(=O)C1CSC(=O)C1)c1ccccc1F)NCc1ccc2c(c1)OCO2 (configuration not stated),-11%,-2%,?,37%,4%,0.5,-24%,-17%,-1%
COc1ccsc1C(=O)NCCN1CCOCC1,-2%,-2%,15%,10%,9%,-0.3,31%,47%[activator],0%
CCCCN(CC)S(=O)(=O)c1ccc2c(c1)CCCN2C(C)=O,-10%,-3%,4%,2%,-1%,-0.4,0%,14%,-2%
C#CCOCCOCCOCCNc1nc(N2CCOCC2)nc(N2CCN(C(=O)CCCCCCCCCCNC(=O)[C@H](CO)n3cc(CCCCCN)nn3)CC2)n1,·,19%,52%[activator],·,7%,0.2,?,-9%,·
CCOC(=O)c1c(C)[nH]c(C)c1C(=O)COC(=O)c1ccc(S(=O)(=O)C(F)F)cc1,·,-2%,22%,·,-14%,-0.2,29%,-12%,·
CC(C)[C@H](Nc1ccc(S(=O)(=O)N2CCOCC2)cc1[N+](=O)[O-])C(=O)OCC(N)=O,8%,-15%,-6%,24%,·,0.1,?,41%[activator],-3%
CC(=O)c1ccc(N2CCN(C(=O)CCCn3c(=O)[nH]c4ccc(Br)cc4c3=O)CC2)cc1,-10%,-10%,-6%,-21%,7%,-0.8,10%,4%,1%
N#C/C(=C(/O)CN1CCN(c2ccccc2F)CC1)c1nc(-c2ccccc2)cs1,-15%,-11%,-3%,4%,11%,-0.3,-1%,3%,-4%
CC(C)c1ccc2[nH]c3c(c2c1)CCCC3=O,-20%,0%,13%,10%,10%,-1.1,1%,18%,-10%
O=C1C2(CCCC13COC(c1ccc(O)cc1)OC3)COC(c1ccc(O)cc1)OC2 (configuration not stated),3%,8%,0%,?,10%,0.8,4%,40%,-9%
COc1cc(C(=O)N2CCNCC2)cc(OC)c1OC,-4%,4%,5%,53%,3%,1.2,?,6%,1%
O=C(Nc1ccc(NC(=O)c2ccccn2)cc1)C(=O)Nc1ccc2c(c1)OCCO2,2%,3%,3%,3%,-6%,-0.7,-10%,35%[activator],5%
Cc1cccc(N2C(=O)CC(N3CCN(c4ccc(Cl)cc4)CC3)C2=O)c1 (configuration not stated),?,-5%,-12%,-3%,3%,0.4,2%,6%,-7%
O=C(Nc1ccc2c(c1)OCCO2)c1cccc(C(=O)Nc2ccc3c(c2)OCCO3)c1,-14%,-8%,4%,0%,12%,-0.7,0%,142%[activator],-2%
CCc1ccc(NC(=O)COC(=O)C2(c3ccc(Cl)cc3)CCCC2)cc1,14%,4%,-2%,-20%,0%,0.9,-18%,6%,-6%
Cc1cccc(C)c1N/C=C/c1onc(C)c1[N+](=O)[O-],-17%,-17%,8%,23%,5%,0.9,-6%,2%,-5%
Cc1ccccc1-n1c(Cn2c(=O)sc3ccccc32)nnc1SCC(=O)N1CCOCC1,-1%,5%,1%,20%,6%,0.3,138%[activator],25%,3%
Cc1cccc(NC(=O)c2ccc(OCc3c(C)noc3C)cc2)c1C,·,-16%,28%,·,-6%,·,145%[activator],39%[activator],·
CC(C)(C)C(=O)N1CCN(c2ccc(NC(=O)c3ccco3)cc2)CC1,-2%,-12%,8%,-9%,-4%,0.3,0%,11%,-4%
CCCCn1c(N)c(N(CCOC)C(=O)CSc2n[nH]c(-c3ccc(C)cc3)n2)c(=O)[nH]c1=O,·,-4%,14%,·,8%,0.3,-8%,29%,·
Cc1ccc2nc(-c3ccc4c(c3)OCCO4)cn2c1,-1%,-1%,?,-11%,24%,-0.4,5%,29%,1%
Cc1ccc(S(=O)(=O)NCC(=O)NCC2CCCCC2)cc1C,-5%,-20%,7%,-13%,4%,-0.4,-13%,57%[activator],-1%
CN1CCC(N(C)S(=O)(=O)c2ccc(NC(=O)COc3cccc(Cl)c3)cc2)CC1,·,-7%,23%,·,-1%,2.2,-6%,12%,·
CC12CC3CC(C)(C1)CC(C(=O)N1CCN(C(=O)c4ccco4)CC1)(C3)C2,0%,1%,14%,8%,-9%,-0.2,1%,38%[activator],-8%
COc1cccc(NC(=O)COC(=O)c2ccc(C)c(S(=O)(=O)N3CCCCC3)c2)c1,·,3%,17%,·,-2%,1.1,311%[activator],-11%,·
Cc1ccccc1N1CCN(C2CCCN(C(=O)c3cc(C(C)C)[nH]n3)C2)CC1 (configuration not stated),-10%,-6%,-3%,69%,3%,-0.6,-5%,21%,-3%
CN(C)S(=O)(=O)c1ccc(C(=O)Nc2ccccc2[N+](=O)[O-])cc1,-12%,0%,?,2%,-2%,-0.2,-7%,13%,1%
CC(=O)c1ccc(NC(=O)C2CCC(C)NC2=O)cc1 (configuration not stated),-6%,-9%,-3%,-12%,-2%,1.0,4%,-17%,-2%
Cc1ccnc(NC(=O)c2sc3ccccc3c2Cl)c1,-6%,-4%,4%,6%,0%,0.3,-16%,3%,-5%
NC(=O)C1CCCN(Cc2ccc(Cl)cc2)C1 (configuration not stated),-2%,-9%,-5%,-15%,-1%,0.3,?,17%,0%
Cc1cccc(C)c1NS(=O)(=O)c1ccc(NC(=O)c2ccc(Cl)c([N+](=O)[O-])c2)cc1,?,-2%,?,0%,-6%,1.2,-7%,-13%,0%
C/C=C/c1ccccc1OCc1ccc(C(=O)O)o1,-2%,-6%,-1%,2%,-3%,-0.2,-21%,?,-2%
O=C(CNc1cccc(C(F)(F)F)c1)Nc1cccc(S(=O)(=O)N2CCCC2)c1,·,-15%,-17%,·,6%,0.3,14%,-19%,·
c1ccc(C2OC3c4cccc5cccc(c45)C3N2c2ccccc2)cc1 (configuration not stated),-10%,-5%,-4%,3%,1%,0.0,-6%,9%,-7%
CCC(NS(=O)(=O)c1ccc(C)cc1)C(=O)N1CCOCCOCCOCCOCC1 (configuration not stated),-1%,-11%,49%[activator],-2%,-5%,0.1,4%,98%[activator],-3%
CCOc1cc(C)nc(N2CCC(C(=O)NC3CC3)CC2)n1,·,-14%,·,·,-2%,·,67%[activator],83%[activator],·
c1ccc(Cc2nnc3sc(Nc4ccccc4)nn23)cc1,0%,-8%,-5%,10%,-4%,0.2,-4%,-22%,-2%
COc1cc(OC)cc(C(=O)N/N=C(\C)CC(=O)Nc2ccccn2)c1,2%,6%,58%[activator],0%,9%,-1.5,14%,-13%,-3%
CC(=O)C1=C(O)C(=O)N(c2ccc(C(=O)O)cc2)C1c1ccccc1 (configuration not stated),3%,-18%,3%,0%,-1%,0.3,?,-7%,0%

# Screening data deposited in PubChem BioAssay by National Center for Advancing Translational Sciences (NCATS).

# An excerpt, so the mix of outcomes need not match the whole.
